HSF1 inhib – HSF1 inhibitors in luciferase reporter cells, primary screen, cell-based, NIH3T3, luminescence; NIH3T3-HGL HSE-luciferase, MG132-induced, luminescence 8 h; stronger effect = lower value; activity change, negative = inhibition, % at 7.5 µM (by protocol); 300,000 compounds, 0.77% hits; AID 2098, 2009;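 active = more than half of replicate wells show activity change below -50%, luminescence cut by over half; inconclusive = some wells, but at most half, below -50%; inactive = no replicate well below -50%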;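 also: luciferase reports HSF-1 transcriptional activity via heat shock element; 0% = median of DMSO wells and -100% = zero luminescence signal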
AI-2 QS mod – Vibrio harveyi AI-2 quorum sensing modulators, primary screen, JMH597 strain, luminescence/OD600 ratio; AID 2094, 2009; activity change, % at 7.5 µM; Vibrio harveyi JMH597 AI-2 luminescence/OD600 ratio, 9 h; stronger effect = lower value; strain lacks LuxN and CqsS sensors; 0 = neutral-control median; 300,000 compounds, 0.4% hits; in the data active = activity change below about -75%, passing the limit was not always enough; inconclusive = no clear call, values can overlap the other calls;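 also: luminescence divided by OD600 gain over 9 h not by final OD600 alone; inactives centre near 13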
KLF5 inh – KLF5 expression inhibitors, primary screen, DLD-1 cells, luminescence; DLD-1 KLF5 promoter-luciferase reporter; AID 1700, 2009; 290,000 compounds, 0.23% hits; inhibition, % at 5 µM;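 active = inhibition above a per-plate limit of that plate's mean compound inhibition plus 3 SD, cut at about 60% in these data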;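 also: 0% = DMSO wells and 100% = LY294002 at 200 µM; higher means less KLF5 promoter-driven luciferase light; inactives centre near -14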
HSP90 refold inh – HSP90 inhibitors, primary screen, cell lysate, luminescence; Heat shock protein HSP 90 (rabbit reticulocyte lysate; luciferase refolding); Rabbit reticulocyte lysate, luciferase refolding luminescence, 3 h; inhibition, % at 5.6 µM; 290,000 compounds, 0.91% hits; AID 1789, 2009;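 active = inhibition above the screen-wide mean plus 3 SD, computed separately per campaign, cut at about 16% in these data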;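 also: 0% = DMSO wells and 100% = 60 µM geldanamycin wells; inhibitors lower the luminescence because luciferase stays unfolded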
aSyn UTR inh – MLPCN primary screen, SNCA 5' untranslated region; alpha-synuclein 5'UTR reporter, inhibitor activity; inhibition, % (tested at 7.5 µM); 300,000 compounds, 0.82% hits; AID 1813, 2009; in the data active = inhibition above about 60%; inconclusive = no clear call, values can overlap the other calls;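 also: H4 neuroglioblastoma cells stably carrying SNCA 5'UTR luciferase fusion; 0% = DMSO wells and 100% = positive control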
Platelet DG rel – inhibitors of platelet dense granule secretion, primary screen, cell-based, MLPCN, human platelets. human platelet-rich plasma, SFLLRN dense granule ATP release, luminescence. inhibition, %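 (compounds screened at 7.5 µM in platelet-rich plasma)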. 300,000 compounds, 0.22% hits. AID 1663, 2009;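 active = mean replicate score, as percent of positive control, at or above 50; inconclusive = mean below 50 but at least one replicate at or above 50; inactive = mean and every replicate below 50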
HSF1 activator – HSF-1 activators, primary screen, NIH3T3-HGL cells, MG132 stress, luminescence, single point; NIH3T3-HGL HSF-1 luciferase reporter, 8 h; 100% = twice DMSO control signal; AID 504408, 2011; 300,000 compounds, 1.7% hits; activation, % at 9 µM;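 active = mean replicate activation of at least 50% with a set share of replicates each reaching 50%; inconclusive = only one of those two conditions met; inactive = mean below 50% and too few replicates reaching it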;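 also: 0% = median of the neutral control wells and 100% = twice that signal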
IEC-6 cytotox – cytotoxicity in IEC-6 intestinal epithelial cells, primary screen, cytotoxicity control for KLF5 inhibitor project, cell-based, luminescence; IEC-6 cytotoxicity, luminescence viability; inhibition, % at 5 µM; 290,000 compounds, 0.78% hits; AID 1825, 2009; in the data active = inhibition above about 22%;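 also: 0% = plate median of test compound wells and 100% = cytotoxic reference compound wells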
SKKanGAS inh – S. pyogenes SKKanGAS growth inhibitors in kanamycin, primary screen, streptokinase expression inhibitor project, SKKanGAS strain, BacTiter-Glo luminescence; 6 h; inhibition, % at 7.5 µM; 300,000 compounds, 1.3% hits;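 active = mean replicate score, as percent of positive control median, at least 50; inconclusive = mean below 50 but one replicate at or above 50; inactive = mean and every replicate below 50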;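 also: strain carries kanamycin resistance gene driven by streptokinase promoter and grows in 40 µg/ml kanamycin; loss of luminescence reflects streptokinase promoter inhibition or plain growth inhibition; 0% = median of DMSO wells and 100% = positive control at its reference dose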
HIF activator – HIF pathway transcriptional activators, primary screen, cell-based, U2OS HRE-luciferase, luminescence; U2OS HRE-luciferase reporter; normalized: DMSO 0%, desferrioxamine 100%; activation, % at 7.5 µM (by protocol); 300,000 compounds, 0.32% hits;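 active = mean activation of at least 10% of the iron chelator positive control signal, with at least half of replicates also reaching 10%; inconclusive = mean and replicate majority disagree about reaching 10%; inactive = mean and most replicates under 10%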
Active calls of the source: *; ? = inconclusive; · = no result given.

SMILES	HSF1 inhib	AI-2 QS mod	KLF5 inh	HSP90 refold inh	aSyn UTR inh	Platelet DG rel	HSF1 activator	IEC-6 cytotox	SKKanGAS inh	HIF activator
Cc1nnc(SCC(=O)NNC(=O)CC#N)[nH]c1=O	-10.4	24.2	-19.6	4.9	4.8	2.9	16.9	0.4	-5.0	-0.1
O=C(Cn1nnc(-c2ccccc2F)n1)Nc1cccc2ncccc12	-0.5	11.3	-0.8	-0.4	9.0	9.2	-16.6	-7.9	-4.5	0.3
Cc1cc(C)c2nc(SCC(=O)N3CCCCC3)c(C#N)cc2c1	1.9	11.8	-18.7	0.5	18.3	-2.1	-3.7	7.7	3.7	-0.6
COc1ccc(CC(=O)n2[nH]c(=O)cc(C)c2=O)cc1OC	10.5	35.7	-4.0	0.2	1.7	-20.4	9.1	1.6	1.2	0.3
Cc1[nH]c(=O)[nH]c(=O)c1S(=O)(=O)Nc1ccc(S(N)(=O)=O)cc1	-2.5	14.8	-39.5	2.2	7.8	0.4	20.3	1.7	1.1	-21.5
Cc1ccc(C(=O)NC(C)c2ccc(-n3ccnc3)cc2)c(C)c1 (configuration not stated)	4.1	16.7	-17.7	1.7	-11.3	-3.9	-5.0	5.0	-0.1	0.6
Cc1nnc(NC(=O)CSc2nccn2Cc2ccc(F)cc2)s1	3.8	-4.5	-32.9	-1.4	12.4	6.6	3.3	-1.5	11.8	0.8
Cc1cccc(-n2nnnc2SCC(=O)NCCN2C(=O)CSC2=O)c1	-3.1	-0.5	-23.1	2.9	9.0	7.4	-9.8	3.0	-5.0	0.2
Cc1ccc(S(=O)(=O)/N=C(\N)Nc2nc(C)c3ccccc3n2)cc1	3.3	10.4	-30.6	3.0	-6.3	1.4	-1.5	2.8	8.1	-0.2
COCCNC(=O)CS(=O)Cc1nc(-c2ccc(OC)cc2)oc1C (configuration not stated)	-0.2	16.4	-3.3	-2.9	25.0	4.4	-9.1	0.0	-1.1	-0.3
CCOc1ccc(Nc2nc(Cc3nnc(SCC(=O)NCc4ccco4)n3CC)cs2)cc1	-6.8	12.5	-31.6	2.7	6.9	0.7	-10.9	-7.4	-2.8	0.4
Cc1ccc(C(=O)C2=C(O)C(=O)N(Cc3cccnc3)C2c2cccc(Oc3ccccc3)c2)o1 (configuration not stated)	3.3	26.2	-4.0	2.2	2.4	0.9	10.0	-2.4	24.5	-0.5
CC(C)Oc1ccc(CCc2n[nH]c(=S)n2-c2ccccc2)cc1	2.6	17.0	-10.3	3.0	-23.2	0.3	2.8	-5.5	7.3	1.4
Cc1ccccc1N(C(=O)c1csnn1)C(C(=O)NC1CCCC1)c1ccncc1 (configuration not stated)	14.3	17.9	-0.5	-4.5	16.7	3.7	11.1	-5.6	23.0	0.1
Cc1c(C(=O)N/N=C/c2cccc(O)c2)nnn1-c1nonc1N	0.3	12.4	-14.6	4.2	-16.3	-7.1	-3.4	7.2	5.6	-0.1
NNC(=O)c1ccc(COc2cccc3ccccc23)cc1	1.4	29.2	-18.9	0.9	-16.3	-11.4	2.9	2.2	11.9	-0.2
CCN(CC(=O)Nc1c(F)cccc1F)C(=O)Cc1ccc2c(c1)CCC2	3.7	23.4	·	·	20.8	10.6	-11.2	·	-0.9	-1.0
Cc1ccccc1NC(=O)Oc1cccc(OC(=O)c2ccccc2)c1	6.3	13.2	-10.0	0.8	4.0	1.1	22.8	-0.9	3.1	-1.2
CCOc1ccc(-n2cc(C(=O)c3cc(Cl)ccc3O)cc(C#N)c2=O)cc1	-10.2	16.5	-10.3	-0.3	24.6	-1.8	-24.5	0.6	0.7	0.0
CC(=O)Nc1cc(S(=O)(=O)Nc2ccc(C)cc2)c(C)cc1C	-3.9	20.0	-34.1	3.1	3.6	13.0	2.1	5.1	5.3	-0.8
CCOC(=O)c1ccc2nc(NC(=O)c3ccco3)sc2c1	27.9	5.2	-125.6	3.1	-46.1	29.4	69.4*	2.9	37.3	-1.9
COc1ccccc1C(=O)Nc1ccc(S(=O)(=O)N2CCOCC2)cc1	-2.3	11.1	-25.7	1.1	0.4	9.7	-19.3	-1.7	-2.9	-0.4
CCN(CC)CCn1c2c(c(SCC(=O)Nc3nc4ccc(C)cc4s3)nc1=O)CCC2	4.9	11.1	·	·	-23.8	21.2	4.2	·	-9.6	-0.1
O=C(NC1CCN(Cc2ccccc2)C1)c1cc(COc2ccc(F)cc2F)on1 (configuration not stated)	8.3	17.0	-5.6	-2.8	4.7	0.3	0.9	3.4	-1.8	-0.3
CC(=O)OCC(=O)Nc1ccc(SC(F)F)cc1	-2.3	-19.7	-19.5	-1.6	9.9	12.8	-20.9	-3.0	9.7	0.2
CCN(CC)CCNc1cc(C)nc2c1C(=O)C(=O)C=C2N1CCCCC1	-7.8	7.1	-4.9	5.2	81.4*	27.5	-1.6	10.6	27.2	42.3*
O=C(O)c1cc(C(=O)C2CC2)c[nH]1	4.8	14.4	-4.5	0.3	23.3	-0.1	2.7	-0.1	·	-0.7
COc1ccc(-c2nn(-c3ccccc3)cc2C(=O)NC(=S)Nc2cc(Cl)ccc2Cl)cc1	-8.9	15.3	-32.1	-0.9	-7.8	-5.6	-1.2	-1.3	-9.8	-0.7
CCCCCNC(=O)CCc1ccccc1	2.3	14.2	2.5	-0.4	14.3	4.9	17.4	1.7	8.4	-0.2
COCCN(C(=O)c1csnn1)C(C(=O)NC1CCCC1)c1ccc(C)cc1 (configuration not stated)	-3.6	25.8	-11.3	-0.3	-9.3	1.3	-3.5	-4.5	0.3	0.2
Cc1ccccc1N1CCN(C(=O)CCN2C(=O)c3ccccc3C2=O)CC1	-3.3	15.2	-45.2	-0.4	-9.4	-11.7	-3.8	-7.5	?	0.8
CCOc1ccc(C(=O)N2CCN(c3cccc(Cl)c3)CC2)cc1	4.0	-12.9	-47.3	2.2	2.3	-2.3	-8.6	0.0	14.8	0.4
C/C(=N\NC(=O)c1ccccc1)c1ccc(C)c([N+](=O)[O-])c1	12.0	13.0	-72.8	-4.2	-109.0	20.5	17.2	3.3	-6.8	1.6
COc1cccc(-c2nc(CS(=O)CC(=O)O)c(C)o2)c1 (configuration not stated)	-2.3	22.1	11.2	0.9	10.4	5.4	-3.1	-0.2	-0.7	0.3
O=C(CC1CCCCC1)Nc1ccccc1-c1ccccc1	-0.9	10.9	-27.9	-1.1	21.5	3.7	-4.3	-9.4	-2.4	-0.1
O=C(NC1CCCc2ccccc21)C1CCCC1 (configuration not stated)	-2.9	14.3	-18.3	-6.9	-0.4	7.0	-9.1	-3.6	1.6	-2.4
CCCN1CCC(=O)N([C@H](CO)Cc2ccccc2)CC1	-0.7	13.1	-16.6	-4.5	-8.3	3.5	-0.2	-4.7	2.2	-0.1
COc1ccc(-c2cc(-c3nnc(COC(=O)C4CC4C)o3)c3ccccc3n2)cc1OC (configuration not stated)	10.4	27.3	-3.3	1.8	12.0	-7.1	40.5	1.0	10.2	0.1
Cc1ccc2nc(-c3ccc(N4C(=O)CC(N5CCN(CCO)CC5)C4=O)cc3)sc2c1 (configuration not stated)	-2.9	4.1	-34.9	-1.8	-87.3	-5.1	-1.1	-3.6	2.6	·
FC(F)(F)c1nc(-c2cccs2)ncc1-c1nnnn1-c1ccc(Cl)cc1	-12.4	11.9	-9.3	2.7	8.8	-2.1	-15.2	1.7	11.6	-0.8
COc1ccccc1-c1cc(C(=O)Nc2cccnc2Cl)no1	6.0	20.6	-45.4	-2.4	-18.9	-0.6	36.0	-4.4	28.8	-0.3
CC(C)(C)c1ccc(C(=O)N2CCCC2c2cccs2)cc1 (configuration not stated)	9.3	13.1	-4.4	0.3	-11.4	-26.0	15.8	-6.6	1.6	0.5
CCOC(=O)c1sc(NC(=S)NC(=O)CC(C)C)cc1C	9.1	18.6	-93.3	1.8	-101.6	-4.1	-7.6	-0.7	-3.3	2.1
Cc1cc(NCCN2CCOCC2)n2ncc(-c3ccccc3)c2n1	-8.8	-1.7	-92.9	-0.2	-61.9	-8.3	6.3	3.0	-13.7	2.2
COc1ccc(NC(=O)CN2CCN(CC(=O)Nc3ccccc3F)CC2)c(OC)c1	-3.7	3.4	-15.6	-1.7	29.8	12.7	-3.2	2.7	-5.3	0.2
Cc1cccc(Nc2c([N+](=O)[O-])ccc3nonc23)c1C	-1.5	6.6	-4.9	4.8	24.9	-0.8	24.4	0.5	-1.3	0.5
O=C(N/N=C/c1cc(Br)ccc1O)Nc1ccccc1	-5.6	24.9	-39.3	-3.8	-49.6	-3.7	-5.6	9.4	8.1	1.8
O=C(NCCc1ccccc1)C1CCN(S(=O)(=O)N2CCCC2)CC1	-6.8	18.9	-9.3	0.5	-13.6	0.6	-18.1	2.5	2.2	-0.1
CCO[C@@H]1OC(C(N)=O)=C[C@H](C(C)(C)C)[C@H]1CCCO	0.0	24.5	·	·	6.4	-3.6	-7.6	·	-2.1	0.0
COc1ccc(C(=O)Nc2ccc(C(F)(F)F)n(C)c2=O)cc1	2.9	15.5	-53.6	-3.6	-151.3	-4.3	-5.3	0.8	-12.5	1.3
COc1ccc(CNc2nc3nc4c(c(=O)n3[nH]2)CCC4)cc1	0.4	39.4	-34.8	0.9	-4.8	-24.9	0.8	0.9	0.6	-0.1
Cc1onc(-c2ccncc2)c1C(=O)O	-6.7	7.6	11.1	4.7	-12.0	-29.4	5.5	6.3	1.1	0.0
C/C(Cc1ccccc1)=N\NC(=O)CNC(=O)c1ccc(Br)cc1	-12.5	18.9	-18.8	-1.0	-11.3	-1.1	-4.3	-5.5	·	-0.6
Cc1ccc(N2CC(C(=O)Nc3ccc4c(c3)OCCO4)CC2=O)cc1C (configuration not stated)	-30.3	29.4	-7.3	0.6	-15.5	0.5	-30.4	-7.3	13.0	-0.2
Cc1ccc(C)c(NC(=O)CN(C)C(=O)c2ccccc2OCc2ccc(Cl)cc2)c1	2.7	28.5	·	·	1.0	17.1	13.2	·	10.6	-0.2
CC1CCN(c2oc(-c3ccco3)nc2S(=O)(=O)c2ccccc2)CC1	-1.4	5.8	-25.1	-2.2	8.5	-9.8	-11.5	-2.5	7.7	-0.4
CC(=O)c1cn(CCOc2ccc(F)cc2)c2ccccc12	-0.6	1.5	-20.4	-0.6	-11.6	0.5	28.3	-0.8	1.9	1.3
CC(C)(CNC(=O)Cc1ccc(Cl)cc1Cl)N1CCCCC1	0.4	13.5	-8.5	-3.7	-4.4	-0.8	-10.0	5.5	1.8	-0.9
